TIM10 inh: TIM10 yeast growth inhibition | AID 463195 | inhibition, % at 10 µM | 330,000 tested, 1.4% active | S. cerevisiae TIM10 strain growth, BacTiter-Glo luminescence, 24 h;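 active = inhibition of 40% or more at the single tested concentration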;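 note: wild-type TIM10 isogenic control strain grown at permissive 25 °C; 0% = DMSO yeast wells and 100% = minimal medium wells without yeast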
APJ ag: activates the human apelin receptor APJ. 330,000 tested, 0.11% active. activation, % at 20 µM. CHO-K1 APJ PathHunter beta-arrestin, luminescence; 0% DMSO wells, 100% apelin. AID 2520. P35414;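 active = activation more than six SD over the plate average, tested at 20 µM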;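 note: 0% = DMSO alone and 100% = apelin-13 at 10 nM; some results filed as inactive read as strong as hits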
Target sequence (P35414 whole entry, looked up): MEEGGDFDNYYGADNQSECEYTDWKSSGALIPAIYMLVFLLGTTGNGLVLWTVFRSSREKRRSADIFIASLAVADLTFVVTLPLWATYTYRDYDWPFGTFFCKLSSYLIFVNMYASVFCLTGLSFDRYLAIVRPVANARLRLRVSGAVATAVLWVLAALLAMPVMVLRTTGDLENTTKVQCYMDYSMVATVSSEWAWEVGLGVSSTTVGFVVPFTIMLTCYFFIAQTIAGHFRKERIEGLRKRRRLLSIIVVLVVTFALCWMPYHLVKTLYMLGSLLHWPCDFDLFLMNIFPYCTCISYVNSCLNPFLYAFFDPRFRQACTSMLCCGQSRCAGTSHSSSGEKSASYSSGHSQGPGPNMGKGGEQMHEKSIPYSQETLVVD
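Material: CHO-K1 APJ beta-arrestin complementation cell line; Input: cell density 1000 per well; Incubation: compound stimulation 90 min at 25 °C, detection 60 min; Signal: luminescence from split beta-galactosidase complementation, Galacton Star/Emerald II substrate; Controls: DMSO-only wells as negative, 10 nM Apelin-13 as positive control.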
CXCR6 inh: blocks human CXCR6 beta-arrestin recruitment; CHO-K1 PathHunter CXCR6 beta-arrestin, luminescence; inhibition, % at 20 µM; 360,000 tested, 0.36% active; AID 602244; in the data active = inhibition above about 34%, passing the limit was not always enough;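 note: antagonist mode with CXCL16 agonist at 10 nM final; 0% = 10 nM CXCL16 with DMSO and 100% = unstimulated wells without agonist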
Target sequence (O00574 whole entry, looked up): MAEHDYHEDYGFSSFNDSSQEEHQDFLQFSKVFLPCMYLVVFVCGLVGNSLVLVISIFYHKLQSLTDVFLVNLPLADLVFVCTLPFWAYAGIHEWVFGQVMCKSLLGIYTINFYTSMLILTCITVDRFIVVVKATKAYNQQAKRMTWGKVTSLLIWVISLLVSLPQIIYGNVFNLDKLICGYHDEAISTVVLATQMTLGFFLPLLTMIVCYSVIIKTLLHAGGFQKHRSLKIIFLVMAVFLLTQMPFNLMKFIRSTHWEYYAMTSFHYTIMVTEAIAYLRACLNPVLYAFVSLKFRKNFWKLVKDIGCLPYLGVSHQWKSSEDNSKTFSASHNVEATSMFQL
UPR XBP1 act: activators of adaptive arm of unfolded protein response (XBP1). CHO-XBP1 luciferase reporter, IRE1-XBP1 UPR activation, luminescence; percent of tunicamycin response, DMSO as zero. activation, % at 20 µM. 330,000 tested, 0.33% active;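 active = versus positive control, 20 µM dose yields 30% or more activation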;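 note: 100% = tunicamycin at 10 µg/mL and 0% = DMSO only wells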
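Material: CHO-XBP1 cells stably carrying IRE1-XBP1-driven luciferase reporter / Amount: 1000 cells per well / Compound: 20 µM, 1% DMSO / Times: 6 h treatment, 37 °C / Detection: luciferase luminescence / Measure: % activation of reporter signal versus tunicamycin and DMSO controls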
tim23-1 inh: tim23-1 yeast growth inhibition | S. cerevisiae tim23-1 growth, BacTiter-Glo luminescence, 24 h | inhibition, % at 20 µM | 330,000 tested, 1.3% active;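 active = growth inhibition of the mutant yeast at or above 50%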;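 note: temperature-sensitive mutant grown at 25 °C; plate controls were DMSO-treated mutant yeast for no effect and medium wells lacking yeast for full effect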
UPR CHOP act: activators of apoptotic arm of unfolded protein response (CHOP); CHO-CHOP luciferase reporter, UPR activation, luminescence; percent of tunicamycin response over DMSO baseline; 330,000 tested, 0.34% active; AID 449763; activation, % at 10 µM;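 active = at 10 µM dose, activation of 40% or more, normalized to positive control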;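 note: 100% = tunicamycin at 10 µg/mL and 0% = DMSO alone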
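Dosing – one dose, 10 µM in 0.5% DMSO · System – CHO-CHOP cells, stable luciferase reporter of PERK-eIF2a-CHOP signalling · Input – 500 cells/well · Control set – tunicamycin 10 µg/mL final as positive, DMSO-only wells as negative · Timing – 6 h compound treatment, 37 °C · Measure – % activation vs tunicamycin · Technique – luminescence read with Steady-Glo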
tim10-1 inh: growth inhibitors of tim10-1 mutant yeast | S. cerevisiae tim10-1 ts strain growth, BacTiter-Glo, 24 h | 330,000 tested, 2.2% active | AID 463190 | inhibition, % at 20 µM;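 active = inhibition of at least 40%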;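 note: mutant grown at 25 °C; 0% = DMSO wells with yeast and 100% = wells holding no yeast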
APJ antagonist: antagonists of human APJ apelin receptor. P35414. CHO-K1 APJ beta-arrestin complementation, luminescence. inhibition, % at 20 µM. 330,000 tested, 0.32% active;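 active = inhibition above about 40% at 20 µM, limit read from the data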;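 note: cells challenged with 10 nM apelin-13 agonist together with compound; plate controls were apelin-13 plus DMSO wells for no effect and DMSO wells lacking apelin-13 for full effect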
Mdm2-MdmX inh: human Mdm2/MdmX binding inhibition; O15151+Q00987; SaOS-2 split-luciferase Mdm2/MdmX complementation, luminescence; inhibition, % at 8 µM; 330,000 tested, 3% active;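 active = inhibition of at least 50% at 8 µM in the primary screen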
Active calls of the source: *; x = no result given.

SMILES	TIM10 inh	APJ ag	CXCR6 inh	UPR XBP1 act	tim23-1 inh	UPR CHOP act	tim10-1 inh	APJ antagonist	Mdm2-MdmX inh
Nc1nccnc1C(=O)OCC(=O)Nc1ccc2[nH]c(=O)[nH]c2c1	-2	-1	0	2	8	0.9	3	-10	3
CCN(CC)S(=O)(=O)c1cccc(-c2nnc(SCC(=O)NCCC3=CCCCC3)n2N)c1	-5	5	-4	-3	15	-0.5	7	16	4
Cc1onc(-c2ccccc2Cl)c1C(=O)N1C=CC(C(F)(F)Cl)=NCC1	3	0	-6	1	22	0.8	14	17	-1
COc1ccccc1NC(=O)CN(Cc1ccco1)C(=O)c1ccc(N2CCCC2=O)cc1	-6	-2	-1	-1	-3	0.7	0	4	3
O=C(CCOc1ccccc1)Nc1ccnn1C1CCN(C(=O)CCC(F)(F)F)CC1	16	0	9	-1	-3	2.2	2	-1	-17
COc1ccc(CC(=O)OCC(=O)NCC2CCCO2)cc1OC (stereo not given)	5	-2	-2	-1	-8	-1.9	-7	-8	-19
Cc1nnc(NC(=O)c2sc3ccccc3c2Cl)s1	27	1	-4	-2	0	0.9	18	9	-128
O=c1c(Br)c(N2CCOCC2)cnn1-c1ccccc1	-24	0	8	2	-5	3.1	-1	-30	-5
O=[N+]([O-])c1ccc(/C=C/c2ccc3cccc(O)c3n2)cc1	4	0	-3	-3	10	7.5	32	-11	-109
O=C(OCCN1C(=O)c2ccccc2C1=O)c1cccs1	25	-6	-1	1	27	2.6	23	18	-2
O=C(c1ccc(S(=O)(=O)Nc2cccc(C(F)(F)F)c2)cc1)N1CCN(c2ccccc2O)CC1	6	8	-1	-1	23	-1.9	13	-16	6
CCCn1c(SCN2C(=O)c3ccccc3C2=O)nc2cc(Cl)ccc2c1=O	6	-5	13	-3	-10	0.4	4	16	23
Cn1c(=O)n(C)c2cc(NC(=O)C(F)(F)F)ccc21	-1	0	4	8	14	-0.2	4	16	12
COc1ccc(OC)c(NC(=S)N(CCc2c(C)[nH]c3ccccc23)Cc2cccs2)c1	12	-2	5	-1	12	-1.2	16	-7	37
O=C(CCCN1CC=C(n2c(=O)[nH]c3ccccc32)CC1)c1ccc(F)cc1	-14	0	-3	-10	0	-0.7	-23	-1	1
COc1cccc(OCCSc2nc3ccccc3c(=O)[nH]2)c1	8	-3	-5	-2	3	0.7	-1	22	12
CCOc1c(Br)cc(C2NC(=O)CCC2[N+](=O)[O-])cc1OC (stereo not given)	4	-1	-3	-2	3	4.1	0	4	17
Cc1ccc(NC(=O)N2CCC(C(=O)c3ccc(F)cc3)CC2)cc1	-7	3	-2	-1	10	-0.1	6	3	3
COc1cc([C@@H]2C[C@H]3CN(c4ccccc4)C(=O)[C@]34CCCN24)cc(OC)c1OC	-10	0	-3	-3	15	1.2	12	-7	-8
Cc1cccc(C)c1NC(=O)CN1C(=O)NC(C)(CCc2ccccc2)C1=O (stereo not given)	-11	0	-5	-2	10	-1.5	3	-5	-4
COc1cc(C(C)=O)ccc1OCCN1CCC(Cc2ccccc2)CC1	-18	-3	5	-5	-209	0.3	-33	18	-2
CC(=O)NN(O)C1N(C)C(=O)N(Cc2ccccc2)C1(C)C (stereo not given)	6	-3	-7	0	-9	0.3	-10	15	-17
Cc1c(C(=O)O)cccc1-n1c(C)cc(C=O)c1C	6	-4	2	3	5	1.7	2	-18	14
Cc1onc(-c2ccccc2Cl)c1C(=O)OCC(=O)c1c(N)n(C)c(=O)n(C)c1=O	6	-2	9	1	15	-1.7	1	-13	3
COc1ccc(Cc2noc(CN(C)Cc3ccc(-n4cccn4)cc3)n2)cc1OC	4	-2	12	-2	18	-1.9	12	-13	-1
SMILES	TIM10 inh	APJ ag	CXCR6 inh	UPR XBP1 act	tim23-1 inh	UPR CHOP act	tim10-1 inh	APJ antagonist	Mdm2-MdmX inh
CC(NC(=O)c1ccco1)C(=O)N1CCN(c2ccccc2)CC1 (stereo not given)	2	2	3	-3	-2	4.3	-10	-7	-3
Cc1ccc(NCCC(=O)c2ccc(Cl)cc2)cc1C	1	-4	-2	-1	0	-1.6	-19	-2	-3
CNC(=O)COC(=O)c1ccc(Cl)c(S(=O)(=O)N2CCCC2)c1	1	-5	-2	-5	6	-0.3	6	-13	-17
Clc1cccc(CSC2=NCCCN2)c1	-18	0	x	1	22	-1.1	15	-6	-30
Cc1ccc(CNC(=O)C(=O)NCC2OCCN2S(=O)(=O)c2ccc3c(c2)OCCO3)cc1 (stereo not given)	2	0	0	-2	6	1.2	25	9	5
C=CC[C@@H](CC(=O)N[C@@H](CO)Cc1ccccc1)C(=O)NC[C@H](OC(=O)[C@@H](CC=C)Cc1ccc(F)cc1)c1ccccc1	-6	-1	-2	2	19	6.2	-3	-5	49
O=S(=O)(NCC1CCCO1)c1ccc(-c2ccc(Cl)cc2)cc1 (stereo not given)	27	-1	-11	1	26	0.1	11	-11	5
Cc1ccc(C2Nc3ccccc3NC3=C2C(=O)CC(C)(C)C3)c(O)c1 (stereo not given)	-3	-2	4	-3	19	1.6	10	-7	22
COc1cccc(NC(=O)Nc2nnc(CC(=O)NCc3ccccc3)s2)c1	-17	-2	4	0	12	-1.0	7	-17	56*
COCCCNC(=S)N1CCN(c2nc(-c3ccc(F)cc3)cs2)CC1	19	1	-9	-5	48	-0.5	44*	-12	-6
CCCCCOC(=O)Nc1nnc(CCCCC)s1	2	-6	-2	-2	25	3.4	12	6	18
O=C(/C=C/c1ccco1)Nc1ccc(Cl)c(S(=O)(=O)N2CCOCC2)c1	21	1	-1	-1	11	-0.6	18	-30	20
COc1cc(-c2nc3cc(C)ccn3c2NC2CCCCC2)ccc1-c1ccc(C(C)=O)cc1	30	7	10	4	35	3.7	40*	13	43
N#Cc1ccc(CSc2nnc(NC(=O)c3ccc(=O)[nH]c3)s2)cc1	7	-2	13	-3	7	-0.4	7	-3	4
Cc1ccc2c(Cl)c(C(=O)NCC(c3ccco3)N3CCCC3)sc2c1 (stereo not given)	21	-2	-1	-2	25	4.3	30	-32	-29
CCOc1cc(Br)c(CC(=O)O)cc1OCC	-13	-3	2	-1	-12	3.0	-1	-2	-14
COCCN(C(=O)c1ccc(N2C(=O)c3ccccc3C2=O)cc1)c1c(N)n(CC(C)C)c(=O)[nH]c1=O	16	-3	-3	5	60*	1.2	21	-4	-2
COc1ccc(-c2cc([C@H]3[C@H]4C=CC[C@@H](C)[C@@H]4C(=O)N3Cc3ccccc3)ccc2F)cc1OC	13	4	16	3	18	4.6	21	0	10
CCOCCCN(C(=O)Cn1nnc(-c2ccc(OC)c(OC)c2)n1)C(C(=O)NCC1CCCO1)c1ccc(F)cc1 (stereo not given)	12	-4	5	-7	2	-0.8	-13	8	-3
COc1ccc(S(=O)(=O)NCCN2CCOCC2)c(C)c1C	-7	-2	-8	-4	8	1.5	-5	5	-22
O=C(Nc1ccccc1F)Nc1ccccc1Br	22	0	0	-2	7	5.9	24	-10	-23
CN(CC(=O)O/N=C(\N)c1cccc([N+](=O)[O-])c1)S(=O)(=O)c1ccccc1	-4	8	-4	0	-11	0.0	8	-58	8
Cn1c(NC(=O)c2cccc(C(F)(F)F)c2)cc(=O)n(C)c1=O	-14	-2	-8	-2	-3	0.7	-9	9	15
CCCc1nc2c([nH]1)c(=O)n(C)c(=O)n2C	-3	-5	-6	3	-10	1.7	6	-8	1
O=C(CN1CCCC1c1ccc2c(c1)OCCO2)NC(=O)Nc1ccccc1 (stereo not given)	-13	-5	17	-4	32	0.9	15	19	16

Quoted at random: 3 records from the list
SMILES	TIM10 inh	APJ ag	CXCR6 inh	UPR XBP1 act	tim23-1 inh	UPR CHOP act	tim10-1 inh	APJ antagonist	Mdm2-MdmX inh
Cc1ccc(CNC(=O)C(=O)NCC2OCCN2S(=O)(=O)c2ccc3c(c2)OCCO3)cc1 (stereo not given)	2	0	0	-2	6	1.2	25	9	5
N#Cc1ccc(CSc2nnc(NC(=O)c3ccc(=O)[nH]c3)s2)cc1	7	-2	13	-3	7	-0.4	7	-3	4
COCCN(C(=O)c1ccc(N2C(=O)c3ccccc3C2=O)cc1)c1c(N)n(CC(C)C)c(=O)[nH]c1=O	16	-3	-3	5	60*	1.2	21	-4	-2

The list goes on:
SMILES	TIM10 inh	APJ ag	CXCR6 inh	UPR XBP1 act	tim23-1 inh	UPR CHOP act	tim10-1 inh	APJ antagonist	Mdm2-MdmX inh
Cc1ccc(-c2csc3ncnc(-n4cnc5ccccc54)c23)cc1	24	4	9	-1	43	-1.4	39	0	40
CC1CCN(Cc2nnnn2CCCC(=O)N(C)C(C)c2ccccn2)CC1 (stereo not given)	3	-1	-1	-4	5	-0.4	-14	5	13
CCn1nc(C)c(CN2CCC(C(=O)Nc3cccc(-c4cccc(Cl)c4)c3)CC2)c1C	-2	19	4	-1	-7	-0.9	1	-9	80*
COc1ccc(N(CC(=O)NC2CCCC2)C(=O)c2ccc(N3CCCCC3)nc2)cc1	18	-3	4	-1	5	0.7	18	-2	3
CSCCOC(=O)C1=C(C)NC(=O)NC1c1ccc2c(c1)OCO2 (stereo not given)	4	1	-7	-3	9	0.3	-8	-19	8
CC(C(=O)N(C)CC(=O)Nc1ccccc1C(F)(F)F)N1C(=O)c2ccccc2C1=O (stereo not given)	4	0	-5	-4	14	1.4	13	5	-2
Fc1ccccc1-c1nc2ccccc2[nH]1	6	-3	-9	-5	41	1.1	-19	17	-54
CCC(C)N1CC(=O)N2Cc3[nH]c4ccccc4c3C[C@H]2C1=O (stereo not given in full)	4	-2	8	1	28	-0.3	-8	11	-2

In a second layout: entries from further up.
Under each structure: TIM10 inh	APJ ag	CXCR6 inh	UPR XBP1 act	tim23-1 inh	UPR CHOP act	tim10-1 inh	APJ antagonist	Mdm2-MdmX inh
- COc1ccc(N(CC(=O)NC2CCCC2)C(=O)c2ccc(N3CCCCC3)nc2)cc1
→ 18	-3	4	-1	5	0.7	18	-2	3
- CSCCOC(=O)C1=C(C)NC(=O)NC1c1ccc2c(c1)OCO2 (stereo not given)
→ 4	1	-7	-3	9	0.3	-8	-19	8
- CC(C(=O)N(C)CC(=O)Nc1ccccc1C(F)(F)F)N1C(=O)c2ccccc2C1=O (stereo not given)
→ 4	0	-5	-4	14	1.4	13	5	-2
- Fc1ccccc1-c1nc2ccccc2[nH]1
→ 6	-3	-9	-5	41	1.1	-19	17	-54

Screening results deposited in PubChem BioAssay by Sanford-Burnham Center for Chemical Genomics.

The list is partial. The share of hits here may be higher or lower than overall.
